Screening data from PubChem.
LAP4 TOR yeast = modulators of LAP4-GFP expression in yeast, primary screen, S. cerevisiae, multiplex flow cytometry, MLPCN library | 3 h; median GFP as percent of DMSO wells | GFP response vs DMSO, % at 10 µM | 0.34% of 320,000 active | AID 2023, 2009;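 active means GFP response vs DMSO above a set limit, about the screen mean plus 3 SD, cut at about 150% in these data; inconclusive means under 70 cell events counted for the yeast strain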
MEP2-GFP yeast = modulators of MEP2-GFP levels in yeast, primary screen, S. cerevisiae, multiplex flow cytometry, MLPCN library; S. cerevisiae MEP2-GFP strain, 3 h; 100% = DMSO control level; GFP response vs DMSO, % at 10 µM; 0.51% of 330,000 active;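 active means GFP response versus DMSO above a set limit, roughly screen mean plus 3 SD, cut at about 180% in these data; inconclusive means fewer than 70 cells counted for a yeast strain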;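 further: median GFP fluorescence of the barcode-gated MEP2-GFP cells per well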
JMJD2C inh = inhibitors of GASC-1 histone demethylase, primary screen, biochemical, fluorescence, DELFIA europium; inhibition, % at 2.35 µM; Lysine-specific demethylase 4C (Homo sapiens), Q9H3R0; 0.069% of 330,000 active; AID 2099, 2009; GST-JMJD2C(1-420) H3K9me3 demethylation;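 active means more than half of a compound's replicate wells show inhibition beyond 50%, single wells judged on their own value; inconclusive means some, but no more than half, of replicates pass 50% inhibition; inactive means no replicate passes 50% inhibition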;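 further: signal counts dimethyl H3K9 product captured on neutravidin plate; 0% = median of DMSO wells and 100% = 0.3 times that DMSO median; strong numbers were not always called active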
Target sequence (Q9H3R0 1-420 limits assumed): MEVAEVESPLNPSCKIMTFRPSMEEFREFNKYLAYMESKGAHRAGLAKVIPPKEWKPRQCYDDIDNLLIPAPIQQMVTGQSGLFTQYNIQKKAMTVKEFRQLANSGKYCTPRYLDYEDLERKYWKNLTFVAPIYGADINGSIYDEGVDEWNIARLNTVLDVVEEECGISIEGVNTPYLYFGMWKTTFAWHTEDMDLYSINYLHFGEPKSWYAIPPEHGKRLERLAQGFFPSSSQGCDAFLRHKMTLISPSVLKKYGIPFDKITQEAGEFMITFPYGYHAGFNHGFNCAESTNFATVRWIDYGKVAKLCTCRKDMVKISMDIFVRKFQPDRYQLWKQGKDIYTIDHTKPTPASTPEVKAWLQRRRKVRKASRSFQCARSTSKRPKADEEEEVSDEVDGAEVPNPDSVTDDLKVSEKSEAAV
VLA-4 inh = inhibition in human VLA-4 binding assay, primary screen, VLA-4 allosteric modulator project, MLPCN library, flow cytometry, VLA-4 expressing cells; ligand binding flow cytometry; inhibition, % (about 7 µM as worked out from the volumes in the protocol); 0.2% of 330,000 active; AID 2557, 2010; in the data active means inhibition above about 50%
RPL19A-GFP yeast = RPL19A-GFP expression modulators in yeast, primary screen, cell-based, S. cerevisiae, multiplex flow cytometry, MLPCN | 0.3% of 330,000 active | S. cerevisiae RPL19A-GFP strain, 3 h; active compounds read low | percent response vs DMSO, % at 10 µM | AID 2025, 2009;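 active means percent response vs DMSO below 50%; inconclusive means fewer than 70 events counted for the yeast strain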;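 further: median channel GFP fluorescence of the barcoded RPL19A-GFP strain; ratio of sample median GFP to plate DMSO average so 100% = DMSO; lower means less RPL19A-GFP as with rapamycin TOR inhibition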
AGP1 TOR yeast = modulators of AGP1-GFP expression in yeast TOR pathway, primary screen, cell-based, multiplex flow cytometry, S. cerevisiae, MLPCN library; AID 2066, 2009; GFP response vs DMSO, % at 10 µM; 0.02% of 320,000 active; 3 h; GFP as percent of DMSO wells;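 active means GFP response relative to DMSO above a set limit, near screen average plus 3 SD, cut at about 150% in these data; inconclusive means fewer than 70 cells counted for the yeast strain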;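 further: median GFP channel fluorescence of the gated AGP1 strain per well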
GRK2 aptamer HTS = compounds blocking aptamer binding on GRK2 – biochemical, human GRK2, bead flow cytometry, HTS, primary screen. FAM-aptamer displacement from GRK2. inhibition of aptamer binding, % at 10 µM. 0.59% of 330,000 active. AID 488847, 2010. Beta-adrenergic receptor kinase 1 (Homo sapiens), P25098;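 active means inhibition of aptamer binding above 40%, roughly 3 SD of noise, on plates passing a quality check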;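 further: median bead fluorescence of bound FAM aptamer so fluorescent compounds give negative values; no value below 0 was filed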
CIT2-GFP yeast = modulators of CIT2-GFP expression in yeast, primary screen, S. cerevisiae, GFP fusion, multiplex flow cytometry, MLPCN library; S. cerevisiae CIT2-GFP strain, 3 h; 100 means same as DMSO wells; GFP response vs DMSO, % at 10 µM; 0.065% of 320,000 active;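 active means GFP response relative to DMSO above a set limit, near the screen mean plus 3 SD, cut at about 150% in these data; inconclusive means Fewer than 70 cells measured for a yeast strain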;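 further: ratio of well median GFP fluorescence to mean of DMSO wells on the plate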
Numbers without * were called inactive; ? = inconclusive; . = no result given; [ ] = remark or other dose.

SMILES	MEP2-GFP yeast	AGP1 TOR yeast	RPL19A-GFP yeast	CIT2-GFP yeast	GRK2 aptamer HTS	VLA-4 inh	JMJD2C inh	LAP4 TOR yeast
O=[N+]([O-])c1ccc(S(=O)(=O)Nc2ccncc2)cc1	102.2	103.0	105.4	107.9	0.0	4.5	-1.7	89.0
O=C(CSc1nc(-c2ccc(F)cc2)cs1)N1CCc2ccccc21	97.9	92.9	97.3	96.8	1.0	0.9	0.5	99.9
CCOC(=O)c1cc2c(=O)n3ccccc3nc2n(CCCOC)c1=NC(=O)c1cccnc1	101.3	106.7	101.9	102.2	5.0	1.6	-2.4	99.6
CC(C)CNC(=O)c1nn(Cc2ccccc2)c(=O)c2ccccc12	101.6	103.4	99.5	98.9	0.0	1.3	1.0	98.2
CCOC(=O)C(C)n1ncn2cccc2c1=O (stereo not drawn)	99.0	91.1	92.1	99.8	3.0	9.7	1.1	98.1
CCCC[N+](CC#CCO)(CC#Cc1ccccc1)CCCC	112.5	109.7	102.7	104.7	0.0	11.7	-0.1	115.7
COC(=O)c1cc(S(=O)(=O)N2CCCCCC2)c[nH]1	102.8	104.9	101.0	101.4	0.0	-26.5	-10.8	105.3
CN(CCCN1CCOCC1)C(=O)c1ccc2nc(Cc3cccc(Cl)c3)oc2c1	91.4	100.5	106.1	101.8	0.0	-7.0	-7.3	92.2
Cc1ccc(/C=C/C(=O)O)cc1S(=O)(=O)Nc1ccc(C(=O)O)cc1	100.5	111.2	103.6	118.8	0.0	6.5	-3.0	114.4
Cc1ccc(OCCCC(=O)NC(C)c2ccccc2)c(C)c1 (stereo not drawn)	95.8	98.8	94.7	83.5	1.0	-12.9	6.1	103.0
Oc1ccc(N2CCN(CC(O)c3ccccc3)CC2)cc1 (stereo not drawn)	101.0	100.3	102.1	100.7	1.0	14.6	4.6	97.8
O=C(Nc1nc(-c2ccccn2)cs1)C1CC(=O)N(c2ccc3c(c2)OCCO3)C1 (stereo not drawn)	101.6	101.8	99.4	100.7	4.0	5.5	1.4	92.1
COc1cccc(OC)c1C(=O)NC(=S)NCc1ccccc1	94.6	102.2	97.6	90.2	0.0	12.1	-10.5	101.9
C/C(=N/NC(=O)NC12CC3CC(CC(C3)C1)C2)c1ccccc1	105.0	94.6	101.4	94.5	1.0	5.2	13.2	98.0
CC(=O)c1ccc(NC(=O)C2CCCN(C(=O)c3ccc(Cl)cc3)C2)cc1 (stereo not drawn)	97.1	95.4	92.1	86.5	0.0	-1.3	3.3	98.4
CC1CCCCC1NC(=S)NC(=O)c1sc2ccccc2c1Cl (stereo not drawn)	100.2	100.4	102.0	98.4	8.0	6.4	8.2	98.6
O=C(NNC(=O)c1cccc2ccccc12)c1ccc(-c2ccccc2)cc1	99.9[may fluoresce violet]	14.3[may fluoresce violet]	97.8[may fluoresce violet]	?	5.0	-1.5	0.3	92.1[may fluoresce violet]
Cc1ccc(C(=O)COC(=O)CN2C(=O)C3C4C=CC(C4)C3C2=O)cc1C (stereo not drawn)	101.7[may fluoresce green]	99.1[may fluoresce green]	100.1[may fluoresce green]	104.0[may fluoresce green]	0.0	8.0	-1.3	100.3[may fluoresce green]
CCCNC(=O)C(=O)NCC(c1ccc2c(c1)OCO2)N1CCN(c2ccc(F)cc2)CC1 (stereo not drawn)	106.8	101.2	100.2	105.2	4.0	-4.6	-10.7	96.0
CC(=O)NS(=O)(=O)c1ccc(NC(=S)NC(=O)CC(C)C)cc1	96.9	101.2	100.5	95.8	0.0	4.7	-0.6	96.8
NC(=O)CSc1nnc(Cc2csc(Nc3ccc(F)cc3)n2)n1Cc1ccccc1	100.2	100.5	101.1	98.9	1.0	1.1	-2.6	95.7
O=C1Cc2ccccc2C(=O)N1CCc1ccccc1	103.1	96.3	101.4	96.7	3.0	3.6	-3.4	114.5
COc1ccc(CC2(CO)CCN(S(=O)(=O)c3c(C)nn(C)c3C)CC2)cc1	96.0	100.2	103.9	100.8	3.0	10.3	12.5	86.6
CCc1ccccc1NC(=O)Cn1nc(C(F)(F)F)cc1C1CC1	101.1	97.3	98.4	99.0	0.0	10.6	-2.4	98.3
Cc1c(C(=O)c2ccccc2)c2ccccn2c1CCc1ccccn1	99.2	100.2	101.3	105.5	4.0	16.6	-13.3	96.7
CC(C)=CC(=O)O[C@H]1[C@@H]2[C@H](C)C(=O)O[C@@H]2C[C@@H](C)[C@@H]2[C@@H](O)CC(=O)[C@]21C	95.5	85.8	100.9	98.5	0.0	-9.1	0.3	125.7
CC1=CCC2C(=O)N(c3ccc(N4CCOCC4)cc3)C(=O)C2C1 (stereo not drawn)	100.0	.	94.5	.	0.0	2.9	17.1	.
O/N=C/c1ccc2ccccc2c1	97.7	101.6	98.0	100.0	0.0	-0.6	3.3	101.2
O=C(COC(=O)c1n[nH]c2ccccc12)NC(=O)NCc1ccco1	95.9	98.8	97.8	96.1	0.0	6.0	10.2	94.5
Cc1ccc(OCCn2c(=O)oc3ccc(C)cc32)cc1	98.2	94.9	96.9	90.4	0.0	-2.9	0.8	102.0
CCS(=O)(=O)N1CCCC(C(=O)NCCc2ccccc2)C1 (stereo not drawn)	102.7	101.3	101.3	92.7	2.0	26.8	-10.7	98.9
O=C(NCc1cccc(F)c1)C1CCN(S(=O)(=O)Cc2ccccc2)CC1	97.9	98.0	98.0	90.6	0.0	-1.5	72.6*	98.2
C=CC1C(N2CCOCC2)C(C)(C)S1(=O)=O (stereo not drawn)	105.3	97.2	103.0	99.6	1.0	25.2	20.0	104.2
COc1cc(NC(=O)c2ccco2)ccc1NC(=O)C(C)C	100.5	97.6	105.5	.	2.0	4.2	-4.7	105.2
Clc1ccc2[nH]c(-c3ccccc3)cc2c1	101.8	95.7	89.4	104.4	0.0	-0.1	-1.6	105.0
CN(C)CCCOC(=O)c1ccccc1	96.4	97.7	94.3	103.5	2.0	3.2	11.9	98.4
O=C(COC(=O)c1ccc([N+](=O)[O-])s1)Nc1ccc(Cl)cn1	100.8	99.1	100.6	96.3	2.0	2.5	8.9	102.5
Cc1cc(C(=O)OCC(=O)NC2CCS(=O)(=O)C2)c(C)n1-c1ccccc1 (stereo not drawn)	99.8	102.7	99.5	98.4	0.0	18.6	9.7	104.2
COc1ccc(/C=C/C(=O)NC(=S)Nc2ccc(C(=O)O)cc2)cc1	95.2	88.1	93.1	87.9	0.0	29.3	8.1	91.5
Cc1cc(C)cc(NC(=O)c2ccccc2NC(=O)CCC(=O)O)c1	99.9	96.8	102.7	99.2	0.0	7.8	-9.0	93.8
COc1ccccc1C1=NOC(Cn2c(NCC3CCCO3)nc3c2c(=O)n(C)c(=O)n3C)C1 (stereo not drawn)	114.3	106.2	103.5	92.4	0.0	-4.1	-7.2	99.5
CCOC(=O)Cc1csc(NC(=O)c2ccc(F)cc2)n1	112.6	96.0	100.4	95.6	1.0	1.3	19.7	112.4
C1CCN(c2nc(N3CCCCC3)nc(N3CCNCC3)n2)CC1	218.4*[may fluoresce violet]	81.8	91.7	?	0.0	-6.3	-8.9	98.5[may fluoresce violet]
O=C(Cc1ccc(Cl)cc1)OCC(=O)c1ccc[nH]1	104.4	95.6	98.0	89.5	4.0	-21.9	.	102.6
CCC(=O)Nc1cccc(Oc2nc(C)cc(C)c2C#N)c1	97.3	99.5	99.0	96.0	3.0	9.7	10.4	110.7
CCNc1nc(Oc2ccc(=O)n(-c3ccccc3)n2)nc(N2CCOCC2)n1	108.0	.	105.5	114.8	0.0	2.1	5.7	108.3
CCCCNc1nc2c(c(=O)n(Cc3ccccc3)c(=O)n2C)n1C	95.2	100.8	100.7	99.9	0.0	39.9	-1.0	97.0
O=C(NCc1ccco1)c1ccc([N+](=O)[O-])o1	95.4	97.2	101.4	93.7	20.0	4.8	11.9	93.9
O=C(c1ccc(Cl)cc1)c1c[nH]cc1-c1ccccc1	100.8	103.7	97.9	92.3	2.0	36.7	5.2	101.7
C#Cc1cccc(C(=O)N2CCCC(CCC(=O)NCc3ccccc3F)C2)c1 (stereo not drawn)	124.2	98.4	98.7	98.5	0.0	3.5	1.7	118.6
CC(=O)Nc1ccc(/C=N/NC(=O)CNC(=O)c2ccccc2)cc1	92.4	89.1	101.8	97.4	1.0	14.5	2.9	96.0
CC(C)(CC(=O)O)CC(=O)Nc1ccc(Oc2ccc(C(C)(C)C)cc2)nc1	101.6	110.3	103.3	106.7	2.0	-4.1	9.9	106.9
CC1CC(NC(=O)c2cc3c(=O)n4ccccc4nc3n2C)CC(C)(C)C1 (stereo not drawn)	130.3[may fluoresce violet]	?	26.1*[may fluoresce violet]	?	2.0	11.2	4.3	78.8[may fluoresce violet]
O=C(N/N=C/C=C\c1ccccc1[N+](=O)[O-])c1cccnc1	99.3	96.4	90.4	92.7	0.0	2.2	1.9	102.2
Cc1ccc(OCC(=O)N2CCN(S(C)(=O)=O)CC2)cc1	105.7	99.9	96.1	95.8	0.0	8.8	6.7	103.0
CCCCCc1nnc(NC(=O)NS(=O)(=O)c2ccc(C)cc2)s1	102.7	97.9	100.1	99.3	1.0	4.2	1.7	97.2
Nn1c(SCC(=O)Nc2ccc3c(c2)OCO3)nnc1C1CC1	100.9	100.4	98.0	98.7	0.0	8.2	-11.4	98.5
COC(=O)c1c(C)[nH]c(C(=O)CN2C(=O)C3CC=CCC3C2=O)c1C (stereo not drawn)	95.3	96.0	94.8	86.0	1.0	0.3	.	90.2
Cc1ccc2cc(-c3noc(C4CCCCC4)n3)c(=O)[nH]c2c1	103.2	103.9	97.8	92.2	1.0	35.3	-10.3	90.8
CCOC(=O)c1cc2c(s1)-c1ccccc1CC2	92.0	81.4	95.9	81.8	0.0	-4.4	6.7	85.1

Other results:
SMILES	MEP2-GFP yeast	AGP1 TOR yeast	RPL19A-GFP yeast	CIT2-GFP yeast	GRK2 aptamer HTS	VLA-4 inh	JMJD2C inh	LAP4 TOR yeast
O=C(/C=C/c1ccccc1[N+](=O)[O-])NCc1ccc(Cl)cc1	107.1	95.5	104.8	100.0	0.0	-3.7	9.0	95.5
CC1CCN(S(=O)(=O)c2ccc(N/N=C(/C#N)C(N)=O)cc2)CC1	111.7	99.3	99.5	105.3	0.0	-1.9	10.2	93.3
CN(CC(=O)Nc1ccccc1Cl)C(=O)COc1cccc2c1OC(C)(C)C2	109.6	107.4	103.6	109.0	5.0	-4.2	13.1	101.3
CCCCC(=O)NNC(=S)NC(=O)c1ccc([N+](=O)[O-])cc1	95.2	94.5	95.7	96.2	2.0	-3.5	-2.4	119.3
Nc1nc(NCC2CCCO2)nc(Nc2ccccc2F)c1[N+](=O)[O-] (stereo not drawn)	99.3	79.6	103.2	84.3	0.0	4.2	-7.4	102.6
CC(=O)Nc1ccc(S(=O)(=O)NCCC(=O)OCC(=O)NCc2ccccc2)cc1	102.5	104.8	97.4	98.2	1.0	-0.6	-15.9	110.5
